Assay outcomes (PubChem BioAssay)
Glyco luc inh – increase of ERlucT glycosylation luciferase signal, primary screen, N-linked glycosylation inhibitor project, D54 ERlucT cells, luminescence, set 2 | D54 ERlucT glycosylation luciferase reporter, 24 h; percent of 100 nM tunicamycin response | reporter increase, % at 12.5 µM | AID 588692, 2011 | actives 0.23% (n = 360,000);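 active = mean luciferase reporter signal, scaled so untreated is 0 and the glycosylation-blocking control 100, at or above a set limit in every replicate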;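 also: luciferase carries N-glycosylation sites so blocking glycosylation raises the light; 0% = median of neutral control wells and 100% = median of 100 nM tunicamycin wells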
Cardio protect – cardioprotection against H2O2-induced cell death, primary screen, uHTS, H9c2 cells, ATPLite luminescence; actives 0.63% (n = 360,000); H9c2 cardiomyocytes, H2O2 injury protection, 2 h; protection from H2O2 cell death, % at 20 µM; AID 588492, 2011;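 active = compounds giving at least 50% protection of heart cells from peroxide-induced death in the single-dose screen, raw or plate-pattern-corrected value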;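 also: 0% = DMSO wells with peroxide and 100% = DMSO wells without peroxide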
MC4R barr agon – MC4R agonists recruiting beta-arrestin, primary screen, cell-based, luminescence, agonist arm of biased-ligand search; Melanocortin receptor 4 (Homo sapiens), P32245; U2OS MC4R beta-arrestin complementation; percent of melanotan II response, DMSO zero; activation, % at 8.9 µM; actives 0.98% (n = 360,000); AID 540308, 2011;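 active = activation above a per-plate cutoff, the mean activation of sample wells on that plate plus 3 SD, cut at about 8% in these data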
Target sequence (P32245 whole entry, looked up): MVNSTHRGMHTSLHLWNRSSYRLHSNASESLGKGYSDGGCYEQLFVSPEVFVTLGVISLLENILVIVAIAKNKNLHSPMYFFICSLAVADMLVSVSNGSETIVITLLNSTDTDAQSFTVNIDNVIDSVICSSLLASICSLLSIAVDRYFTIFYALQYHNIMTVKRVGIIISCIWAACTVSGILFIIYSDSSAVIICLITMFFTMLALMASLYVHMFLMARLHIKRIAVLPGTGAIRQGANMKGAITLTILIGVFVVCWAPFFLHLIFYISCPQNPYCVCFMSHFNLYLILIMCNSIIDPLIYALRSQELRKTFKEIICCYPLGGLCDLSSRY
TLR9-MyD88 inh – inhibitors of TLR9-MyD88 association in cells, primary screen, cell-based, CHO, BLA complementation, fluorescence | CCF4 FRET ratio | inhibition, % at 4.98 µM | actives 0.21% (n = 340,000) | AID 504734, 2011;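 active = inhibition above the mean over all tested compounds plus 3 SD, cut at about 21% in these data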;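 also: 0% = DMSO only wells and 100% = clavulanate BLA inhibitor control wells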
ABCB6 inh 2 – ABCB6 transporter inhibitors, primary screen, K562-ABCB6 cells, flow cytometry, MLPCN library. K562-ABCB6 porphyrin accumulation, 1 h; active compounds read low. AID 602162, 2011. actives 0.19% (n = 360,000). ATP-binding cassette sub-family B member 6 (Homo sapiens), Q9NP58. fluorescence ratio to DMSO, % at 10 µM;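 active = fluorescence ratio to DMSO below 75%, the collection mean minus 3 SD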;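 also: signal is porphyrin accumulated inside mitochondria; 100% equals median channel fluorescence of DMSO control wells; lower ratio means ABCB6 inhibition with less porphyrin fluorescence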
NOD2-RIPK2 inh – NOD2-RIPK2 binding disruptors in cells, primary screen, fluorescence, CHO cells, BLA complementation | Receptor-interacting serine/threonine-protein kinase 2 (Homo sapiens), O43353 | CCF4 ratio | inhibition, % at 4.98 µM | actives 0.38% (n = 360,000) | AID 624267, 2012; in the data active = inhibition above about 21%;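 also: 0% = vehicle only and 100% = reference blocker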
Target sequence (O43353 whole entry, looked up): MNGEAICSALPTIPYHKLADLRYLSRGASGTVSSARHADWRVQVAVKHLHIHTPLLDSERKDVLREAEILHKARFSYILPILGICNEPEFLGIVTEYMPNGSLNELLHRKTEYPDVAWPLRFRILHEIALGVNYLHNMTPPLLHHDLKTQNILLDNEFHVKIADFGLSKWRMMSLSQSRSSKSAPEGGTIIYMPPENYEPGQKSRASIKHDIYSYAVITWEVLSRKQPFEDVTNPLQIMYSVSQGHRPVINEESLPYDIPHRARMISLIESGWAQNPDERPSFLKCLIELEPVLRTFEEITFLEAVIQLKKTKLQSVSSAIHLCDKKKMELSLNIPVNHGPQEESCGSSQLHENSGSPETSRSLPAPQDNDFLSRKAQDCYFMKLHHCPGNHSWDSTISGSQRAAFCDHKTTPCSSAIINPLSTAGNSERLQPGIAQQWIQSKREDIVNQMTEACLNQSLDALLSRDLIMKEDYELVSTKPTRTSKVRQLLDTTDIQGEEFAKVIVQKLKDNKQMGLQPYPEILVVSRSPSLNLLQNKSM
SRC2 inh – inhibition of GAL4-SRC2 driven luciferase reporter, primary screen, SRC2 inhibitor project, cell-based, luminescence. Nuclear receptor coactivator 2 (Homo sapiens), Q15596. HEK293 GAL4-SRC2 luciferase reporter. inhibition, % at 9 µM. actives 0.17% (n = 370,000);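 active = inhibition above the mean inhibition of all tested compounds plus 3 SD, set per campaign, cut at about 52% in these data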;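 also: 0% = DMSO treated cells and 100% = cells given Gossypol at 36 µM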
MC4R antagonist – MC4R antagonists of cAMP signaling, primary screen, cell-based, TR-FRET, antagonist arm of biased-ligand search; actives 0.48% (n = 360,000); MC4R-expressing cells, MTII-stimulated cAMP, LANCE TR-FRET; inhibition, % at 6.5 µM; Melanocortin receptor 4 (Homo sapiens), P32245;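 active = inhibition above its plate's cutoff, the mean of tested wells on that plate plus 3 SD, cut at about 29% in these data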;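 also: 0% = Melanotan II alone and 100% = Melanotan II plus saturating MCL0020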
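Assay system: U2OS cells stably expressing human melanocortin 4 receptor (MC4R) / Dosing: 6.5 µM / Timing: compound 30 min, challenge 1 h, detection 1 h / Measured by: Eu-cAMP/anti-cAMP TR-FRET, emission 671 nm / Replicates: singlicate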
m5-HT2A agonist – mouse Htr2a agonists via beta-arrestin recruitment, primary screen, cell-based, luminescence; AID 624169, 2012; activation, % at 7.6 µM; actives 0.66% (n = 360,000); 5-hydroxytryptamine receptor 2A (Mus musculus), P35363; CHO-K1 mHTR2A beta-arrestin complementation; percent of 30 µM serotonin response;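 active = activation above a run cutoff, the mean activation of all tested compounds plus 3 SD, cut at about 14% in these data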;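 also: 0% = plate median of compound wells and 100% = 30 µM serotonin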
ABHD5-PLIN5 inh – ABHD5-PLIN5 interaction inhibitors, primary screen, cell lysate, split luciferase complementation, luminescence. Split G. princeps luciferase complementation, 4 h. Perilipin-5 (Homo sapiens) + 1-acylglycerol-3-phosphate O-acyltransferase ABHD5 (Homo …. inhibition, % at 4 µM. AID 602281, 2012. actives 0.78% (n = 360,000);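 active = inhibition above the mean inhibition across every tested compound plus 3 SD, cut at about 22% in these data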;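 also: 0% = DMSO only wells and the 100% control is not disclosed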
Starred values were filed as active, the others as inactive; . = no result given. Only part of the results is shown, so the mix of outcomes need not match the whole.

A first look (2 entries):
SMILES	Glyco luc inh	Cardio protect	MC4R barr agon	TLR9-MyD88 inh	ABCB6 inh 2	NOD2-RIPK2 inh	SRC2 inh	MC4R antagonist	m5-HT2A agonist	ABHD5-PLIN5 inh
CN(c1ccccc1C(=O)N1CCN(c2ccccc2)CC1)S(C)(=O)=O	1	4	-0.3	-2	100	2	0	-4	-5	-1
CC1(c2ccc(OC(F)F)cc2)NC(=O)N(CC(=O)Nc2ccc(F)cc2)C1=O (configuration not stated)	3	-3	0.0	-3	109	10	-7	9	-6	15

The whole of this part, from the first entry:
SMILES	Glyco luc inh	Cardio protect	MC4R barr agon	TLR9-MyD88 inh	ABCB6 inh 2	NOD2-RIPK2 inh	SRC2 inh	MC4R antagonist	m5-HT2A agonist	ABHD5-PLIN5 inh
CN(c1ccccc1C(=O)N1CCN(c2ccccc2)CC1)S(C)(=O)=O	1	4	-0.3	-2	100	2	0	-4	-5	-1
CC1(c2ccc(OC(F)F)cc2)NC(=O)N(CC(=O)Nc2ccc(F)cc2)C1=O (configuration not stated)	3	-3	0.0	-3	109	10	-7	9	-6	15
O=C(NCCC1=CCCCC1)c1cnc2n(c1=O)CCS2	-3	6	-2.4	2	98	-8	-27	0	-4	-5
COc1cc(C(=O)OCc2ccccc2C#N)ccc1OCC(=O)N1CCOCC1	-2	7	0.2	-1	97	-13	11	10	-5	-5
Cc1ccc(S(=O)(=O)N2CCCCC2)cc1NC(=O)Cn1cnnn1	0	1	0.4	6	95	-20	5	3	-3	2
COc1ccc(-n2ncc3c(NCCCN4CCOCC4)ncnc32)cc1	-11	-4	-0.2	2	101	-10	-26	3	-5	-3
CCO[C@H]1OC(C(=O)Nc2ccccc2)=C[C@@H](c2cn(C(C)=O)c3ccccc23)[C@@H]1CCCO	3	5	0.7	-5	97	-9	-2	4	4	8
CC(C)n1c(-c2cccs2)nc2ccccc21	-2	1	1.4	-10	94	-8	8	-4	1	4
O=C(CC[C@H]1O[C@@H](n2ccc(=O)[nH]c2=O)[C@H](O)[C@@H]1O)NCC1CCCO1 (some centres not stated)	2	6	.	.	103	-5	-16	.	0	-5
COc1ccc(C(=O)Nc2cc(OCc3ccccc3)c(Cl)cc2Cl)cc1	0	-15	3.7	-10	99	-11	-1	8	5	4
O=C(CCN1C(=O)/C(=C\c2ccccc2Cl)SC1=S)N1CCN(c2ccccc2)CC1	1	5	-1.5	-3	97	3	-24	1	2	-5
Cc1cccc(NC(=O)Nc2ccc(C#N)cc2)n1	14	-4	2.2	-4	101	4	14	10	2	6
COc1ccc(CC2(C)OC(c3ccc([N+](=O)[O-])cc3)=NN2C(C)=O)cc1 (configuration not stated)	-1	2	0.5	8	99	0	11	4	0	3
O=C(CN1C(=O)c2ccccc2S1(=O)=O)c1ccc(F)c(F)c1	-21	-3	-2.1	-2	104	-2	16	10	5	-4
CC(O)/C=C/C1OC(=O)CC1Nc1ccc(C=O)cc1 (configuration not stated)	-2	0	-2.6	-5	97	5	15	-3	9	2
Cc1ccc(C(=O)CCC(=O)OCC(=O)Nc2ccc3[nH]c(=O)[nH]c3c2)cc1	1	0	-3.9	3	104	5	8	6	2	-4
COC(=O)c1cc2c(C)cc3ccc(C)cn3c-2c1C(=O)OC	3	12	-1.5	2	98	4	20	5	7	-1
COc1ccc(NC(=S)NCc2cccs2)cc1	0	-1	-2.7	-8	92	-8	-16	17	-2	3
CCCCOc1ccc(C(=O)Nc2ccc(N3CCN(C(C)=O)CC3)cc2)cc1	-3	-2	0.2	7	98	-2	15	6	-2	0
C[C@H]1CN([C@@H](C)CO)C(=O)CCCn2cc(nn2)CO[C@@H]1CN(C)C(=O)Nc1cccc(Oc2ccccn2)c1	1	12	-0.6	-7	95	3	2	1	1	1
CC(C)n1c(NCc2ccc(N(C)C)cc2)nc2ccccc21	-1	-4	0.8	0	98	3	-34	-4	-5	7
CCCCOC(=O)Nc1nnc(/C=C/c2ccc(OC)cc2)s1	-1	-3	21*	3	97	-3	0	5	1	1
CCOC(=O)C(C)C(C)=O (configuration not stated)	2	8	-0.5	12	102	12	.	2	-1	0
CCC/C=C/c1ccc(CN2C(C)C(=O)N(Cc3cn(CCC4OCCCO4)nn3)CCS2(=O)=O)cc1 (configuration not stated)	2	-3	-1.4	-9	107	-3	9	0	4	6
O=C1NC(=S)S/C1=C/c1ccc(OC(=O)c2ccco2)cc1	0	-16	-3.4	1	99	-17	-10	-12	6	-5
Next section.
SMILES	Glyco luc inh	Cardio protect	MC4R barr agon	TLR9-MyD88 inh	ABCB6 inh 2	NOD2-RIPK2 inh	SRC2 inh	MC4R antagonist	m5-HT2A agonist	ABHD5-PLIN5 inh
COc1ccccc1NC(=O)NNC(=O)c1ccc2ccccc2c1O	1	2	-2.2	9	105	-8	3	8	-4	-6
CCCCn1c(SCC(=O)Nc2cc(C)on2)nnc1-c1cccs1	2	8	-1.5	4	95	0	-3	24	3	2
Cc1cccc2sc(N(CCCN(C)C)C(=O)CCc3ccccc3)nc12	3	-11	2.6	-11	99	8	-3	-9	-4	26*
CC1(C(=O)NS(=O)(=O)c2cccs2)CCN1C(=O)c1cccc(F)c1 (configuration not stated)	2	-5	-2.5	.	99	-2	-3	6	1	-2
COc1cccc(CNc2ccc(S(=O)(=O)Nc3nccs3)cc2)c1O	-2	0	-1.3	6	100	5	19	-2	2	10
O=C(CCS(=O)(=O)c1ccc(Cl)cc1)Nc1nc(-c2ccncc2)cs1	-10	-4	-0.8	4	100	3	6	12	0	-1
CCN1CCN(C(=S)NC(C)c2ccccc2)CC1 (configuration not stated)	-1	2	-1.4	-8	106	-5	-8	-4	-8	-5
COc1cc(/C=C(\NC(=O)c2ccccc2)C(=O)Nc2cccc(O)c2)c([N+](=O)[O-])cc1OC	1	17	-0.9	-5	99	-17	21	-2	-4	-1
COc1ccc(-c2noc(N3CCC(C(=O)Nc4ccccc4OC)CC3)n2)cc1	-2	-1	-1.6	13	98	-9	15	2	-6	-9
O=C(NCc1ccccc1)c1c(O)c2cccc3c2n(c1=O)CCC3	2	10	-3.1	-4	98	-10	7	2	-3	-7
CCC(=O)Nc1nnc(S(=O)(=O)N2c3ccccc3CC2C)s1 (configuration not stated)	2	-4	1.3	7	97	-12	-19	3	-2	5
CSc1ccc(/C=C(/NC(=O)c2ccccc2)C(=O)N2CCN(C)CC2)cc1	-1	6	-0.5	-4	93	-2	5	16	0	0
CC(C)CN1C(=O)c2ccc(C(=O)Nc3ccccc3C(=O)O)cc2C1=O	4	-14	-0.9	0	98	-3	-54	16	6	-4
O=C(Nc1cc(-c2ccccc2)nn1-c1ccccc1)c1ccccc1F	-2	22	1.2	-5	95	-5	-18	1	4	12
CN(C)c1nc(OCCNC(=O)Nc2ccccc2)nc(N(C)C)n1	2	0	1.5	-10	101	-2	3	13	3	5
Clc1cccc(-c2ccc(CNCCCN3CCOCC3)o2)c1	0	4	-0.1	-5	112	1	-22	0	-6	8
O=c1c2cnn(-c3ccccc3)c2nnn1Cc1ccccn1	3	0	1.2	-6	91	-10	-2	0	8	-4
COCCn1nnnc1CN1CCC(NC(=O)Nc2cccc(OC)c2)CC1	2	1	-2.4	-1	96	2	-1	3	2	4
O=C(CN1C(=O)c2cccc3cccc(c23)C1=O)NCCN1CCOCC1	1	8	-4.4	-18	95	2	6	2	2	2
CCN(CC)S(=O)(=O)c1ccc(NC(=O)COc2nc3ccccc3nc2N2CCOCC2)cc1	-5	2	0.8	5	96	-1	24	1	-2	0
CCCCN(C(=O)c1cccc(S(=O)(=O)N2CC(C)OC(C)C2)c1)c1c(N)n(CC(C)C)c(=O)[nH]c1=O (configuration not stated)	4	-5	-2.1	6	97	3	-17	9	-1	-1
CCOC(=O)c1sc(NC(=O)CSc2n[nH]c(CC)n2)nc1C	1	-7	-1.6	-1	101	7	-2	13	-4	-2
COc1cc(CC(=O)N2CCc3ccccc32)cc(OC)c1OC	-1	-1	-0.8	-18	94	0	11	5	2	-1
Cc1ccc(-n2nc(C)c(C(C)(O)C(F)(F)F)c2N)cc1 (configuration not stated)	1	-2	2.8	-4	103	-2	2	25	3	-7
Cc1nn(C)c(NC(=O)c2ccccc2Cl)c1Br	-1	-1	-1.4	-4	99	-2	-6	5	6	-1
Cc1ccc(-n2c(O)c(C=Nc3ccccc3-c3n[nH]c(=S)[nH]c3=O)c3ccccc3c2=O)cc1C	-2	5	3.4	3	99	-2	-11	14	10	8
O=C(CSc1nc2ccccc2c(=O)n1-c1ccccc1)N1CCN(CCO)CC1	0	19	-1.9	5	99	4	8	4	0	-1

Arranged by formula weight (high to low): some entries from above.
SMILES	Glyco luc inh	Cardio protect	MC4R barr agon	TLR9-MyD88 inh	ABCB6 inh 2	NOD2-RIPK2 inh	SRC2 inh	MC4R antagonist	m5-HT2A agonist	ABHD5-PLIN5 inh
CCN(CC)S(=O)(=O)c1ccc(NC(=O)COc2nc3ccccc3nc2N2CCOCC2)cc1	-5	2	0.8	5	96	-1	24	1	-2	0
O=C(CSc1nc2ccccc2c(=O)n1-c1ccccc1)N1CCN(CCO)CC1	0	19	-1.9	5	99	4	8	4	0	-1
COc1ccc(-c2noc(N3CCC(C(=O)Nc4ccccc4OC)CC3)n2)cc1	-2	-1	-1.6	13	98	-9	15	2	-6	-9
COc1cccc(CNc2ccc(S(=O)(=O)Nc3nccs3)cc2)c1O	-2	0	-1.3	6	100	5	19	-2	2	10
COCCn1nnnc1CN1CCC(NC(=O)Nc2cccc(OC)c2)CC1	2	1	-2.4	-1	96	2	-1	3	2	4
CC1(C(=O)NS(=O)(=O)c2cccs2)CCN1C(=O)c1cccc(F)c1 (configuration not stated)	2	-5	-2.5	.	99	-2	-3	6	1	-2
O=C(CN1C(=O)c2cccc3cccc(c23)C1=O)NCCN1CCOCC1	1	8	-4.4	-18	95	2	6	2	2	2
CC(C)CN1C(=O)c2ccc(C(=O)Nc3ccccc3C(=O)O)cc2C1=O	4	-14	-0.9	0	98	-3	-54	16	6	-4
CN(C)c1nc(OCCNC(=O)Nc2ccccc2)nc(N(C)C)n1	2	0	1.5	-10	101	-2	3	13	3	5
Clc1cccc(-c2ccc(CNCCCN3CCOCC3)o2)c1	0	4	-0.1	-5	112	1	-22	0	-6	8
Cc1ccc(-n2nc(C)c(C(C)(O)C(F)(F)F)c2N)cc1 (configuration not stated)	1	-2	2.8	-4	103	-2	2	25	3	-7
